Bioassay records from PubChem.
Lmaj promast – Leishmania major promastigote growth inhibition; Leishmania major promastigotes, resazurin fluorescence viability; actives 9% (n = 200,000); inhibition, % at 10 µM;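 note: promastigotes grown with compound for 44 hours at 28 °C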
Diaph act CS – activates diaphorase or chemically reduces, flagging diaphorase assay artifacts; actives 0.005% (n = 190,000); Diaphorase/resazurin coupled assay, resorufin fluorescence, 16 min; hits give high values; 1 = vehicle wells, 0 = NADH-free wells; activation factor at 20 µM;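 active = diaphorase activity raised at least twofold by the compound at 20 µM; inactive = activation factor below 2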
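Assay system: bacterial diaphorase enzyme (C. kluyveri) / Input: enzyme 0.07 U/mL final / Medium: 50 mM HEPES pH 7.4 with 4.542 mM MgCl2, 0.005% Tween 20 / Doses: single compound dose of 20 µM, 1% DMSO final / Incubation: 16 min enzyme reaction, ambient temperature / Signal: fluorescence, excitation 544 nm and emission 590 nm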
PMI act – increases human mannose-6-phosphate isomerase activity; actives 0.005% (n = 190,000); activation factor at 20 µM; purified human PMI, coupled resazurin fluorescence, 20 min; hits give high values; 1 = vehicle control, 0 substrate-free wells; P34949;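 active = activation factor of 2 or more at 20 µM, relative to plate controls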
Target sequence (P34949 whole entry, looked up): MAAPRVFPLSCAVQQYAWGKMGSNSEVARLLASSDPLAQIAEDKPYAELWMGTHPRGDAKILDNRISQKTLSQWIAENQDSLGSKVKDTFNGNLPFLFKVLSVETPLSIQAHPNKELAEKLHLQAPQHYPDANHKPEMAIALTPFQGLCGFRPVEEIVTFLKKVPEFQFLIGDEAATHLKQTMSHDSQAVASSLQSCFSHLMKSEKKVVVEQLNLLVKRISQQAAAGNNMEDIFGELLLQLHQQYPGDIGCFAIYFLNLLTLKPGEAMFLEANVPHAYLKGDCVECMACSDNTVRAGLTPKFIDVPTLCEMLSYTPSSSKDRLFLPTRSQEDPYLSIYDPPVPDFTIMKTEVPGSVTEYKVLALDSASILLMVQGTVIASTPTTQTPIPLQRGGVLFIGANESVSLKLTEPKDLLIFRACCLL
PMI act satM6P – PMI (human) activation, high substrate | P34949 | coupled PMI enzyme assay, resazurin fluorescence, 20 min; hits give high values; 1 = untreated enzyme, 0 = substrate-free blank | activation factor at 20 µM | actives 0.34% (n = 190,000) | AID 1216;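 active = activation factor of 2 or more at 20 µM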
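Test system: human PMI in coupled enzyme assay; Input: PMI at 15 ng/mL final; Medium: HEPES buffer, pH 7.4; Schedule: 20 min incubation at room temperature; Technique: resorufin fluorescence at Ex 544/Em 590 nm; Compound: 20 µM single dose; Probe or stimulus: Near-saturating mannose-6-phosphate, 1.0 mM.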
S1P3 antag – S1P3 (human) receptor antagonism | CHO S1P3 NFAT-BLA reporter, FRET fluorescence, antagonist mode | Q99500 | AID 485 | inhibition, % at 4.98 µM | actives 0.27% (n = 170,000);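 active = inhibition above the plate cutoff, the mean inhibition of test wells on that plate plus 3 SD, cut at about 28% in these data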;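 note: cells challenged with S1P at its EC80 of 0.8 µM; blue over green emission ratio from cleaved BLA substrate after 4 h stimulation; 0% = S1P-stimulated wells and 100% = unstimulated DMSO-only wells; some compounds past the cut are filed as inactive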
Target sequence (Q99500 whole entry, looked up): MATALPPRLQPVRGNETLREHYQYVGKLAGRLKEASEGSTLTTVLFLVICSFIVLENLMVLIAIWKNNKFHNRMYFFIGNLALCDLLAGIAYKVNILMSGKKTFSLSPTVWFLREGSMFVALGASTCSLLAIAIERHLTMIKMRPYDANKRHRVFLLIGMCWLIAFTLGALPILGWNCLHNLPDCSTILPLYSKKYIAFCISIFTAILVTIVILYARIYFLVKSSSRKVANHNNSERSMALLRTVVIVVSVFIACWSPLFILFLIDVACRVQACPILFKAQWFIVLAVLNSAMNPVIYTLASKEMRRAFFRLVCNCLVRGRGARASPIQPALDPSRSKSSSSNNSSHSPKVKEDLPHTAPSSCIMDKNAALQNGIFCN
Hsp70 activator – Hsp70 transcriptional activation, primary screen | actives 0.04% (n = 200,000) | activation, % at 10 µM | AID 1203 | HeLa Hsp70 promoter luciferase reporter, luminescence; scaled: vehicle 0, proteasome-inhibitor control 100%;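 active = activation above the mean across all tested compounds plus 3 SD, cutoff set per campaign, cut at about 5.5% in these data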;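 note: 100% = MG132 at 30 µM as the positive control and 0% = DMSO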
DTT redox prof – compounds producing H2O2 with reducing agent – biochemical, NIH compound library profiling, artefact control for MLSCN library redox annotation, primary screen | DTT-dependent redox cycling H2O2, phenol red/HRP absorbance; 100% = 100 µM peroxide control, 0% = buffer | activation, % at 10 µM | actives 0.03% (n = 200,000);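 active = activation of at least 50% relative to the plate's high and low controls in the primary single-dose screen; inactive = activation below 50%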;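 note: compound incubated with DTT at 0.8 mM final as the reducing agent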
TLR4 MyD88 comp – blocks binding of human TLR4 to MyD88. HeLa CL3-4 TLR4/MyD88 BLA complementation, FRET ratio. actives 0.18% (n = 200,000). inhibition, % at 8.4 µM; in the data active = inhibition above about 25%;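 note: 0% = vehicle and 100% = reference inhibitor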
RAM network inh – inhibitors of the yeast RAM network | S. cerevisiae dse1pr::URA3 reporter, 5-FOA growth OD615, 2 d; analog-sensitive cbk1-as2 kinase mutant strain | inhibition, % at 50 µM | actives 1.8% (n = 190,000);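 active = inhibition above a set limit, 3 SD over mean compound inhibition, cut at about 8.4% in these data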;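 note: 0% = DMSO-only wells with no growth and 100% = 10 µM 1-NA-PP1 full growth; inhibition rescues growth on 5-FOA so higher OD means more RAM inhibition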
G6PDH CS – L. mesenteroides G6PDH inhibition counter-screen. inhibition, % at 5 µM. Purified L. mesenteroides G6PDH, diaphorase/resazurin coupled fluorescence, 45 min. AID 1020. actives 0.12% (n = 200,000)
Diaph inh CS – inhibits diaphorase or chemically oxidizes, flagging diaphorase assay artifacts; diaphorase resazurin-to-resorufin fluorescence, NADH, 16 min; bacterial (C. kluyveri) enzyme, not human; inhibition, % at 20 µM; actives 0.69% (n = 190,000);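 active = primary screen inhibition at 20 µM above a set limit, cut at about 50% in these data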;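 note: plate controls were DMSO with full reaction for no effect and wells lacking NADH for full effect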
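System: Bacterial diaphorase enzyme (C. kluyveri) | Incubation: 16-min room-temperature incubation before reading | Benchmarks: No-NADH positive control and DMSO neutral control | Measured by: Resorufin fluorescence 544/590 nm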
* marks the source's active call; other numbers are inactive results; / = not tested or not shown. Cut-off read from the data, not from the text of the source, unless noted: active = inhibition above about 50%; inactive = the rest.

Screens in order: Lmaj promast	Diaph act CS	PMI act	PMI act satM6P	S1P3 antag	Hsp70 activator	DTT redox prof	TLR4 MyD88 comp	RAM network inh	G6PDH CS	Diaph inh CS
CCOC(=O)c1cnn(-c2ncnc3sc(C)c(C)c23)c1N
    2.3	0.9	1	1.1	14.6	0.3	0.0	4.0	2.3	13.1	7.1
C[C@@H](C(=O)N1CCN(C(=O)OC(C)(C)C)CC1)n1cc(CCCN=C(NC(=O)OC(C)(C)C)NC(=O)OC(C)(C)C)nn1
    -3.6	0.9	1	1.1	8.6	-0.3	0.4	1.1	-0.3	2.3	9.7
COc1cccc(NC(=O)C2CC2(c2cccc(OC)c2)c2cccc(OC)c2)c1 (stereo not drawn)
    10.1	0.9	0.8	0.9	8.5	-0.4	-0.4	2.9	5.8	2.1	14.5
CCC(=O)NC(=S)NNC(=O)COc1ccc(Br)cc1
    74.3*	0.5	0.7	0.9	-11.4	-0.3	-0.6	4.5	-1.3	10.4	48.2
COc1ccc(-c2nnc(SCc3cc(C)cc(C)c3)o2)cc1
    2.2	0.9	0.9	0.9	0.7	0.3	2.4	6.6	3.7	-1.9	10.1
CCOC(=O)C1=C(C)NC(SC)=NC1c1ccccc1 (stereo not drawn)
    8.8	0.9	1.7	2.7*	/	0.8	0.3	2.8	1.1	0.4	11.2
O=C(CN1CCN(c2ccc(Cl)cc2)CC1)Nc1cccc(F)c1
    -0.7	0.9	1	1.1	1.0	-0.2	1.8	-2.6	0.7	3.1	7.8
O=C(O)c1cccc(Nc2nc(C(F)(F)F)nc3ccccc23)c1
    0.9	1.1	1	1	6.8	0.3	-0.3	-2.8	4.1	22.1	-7.3
O=C(COC(=O)c1ccc2c(c1)OCCO2)NCCC1=CCCCC1
    -1.2	0.9	1	0.9	-35.3	-0.2	2.7	3.4	0.0	-1.9	12.6
Cc1nn(-c2ccccc2)c(C)c1/C=N/n1cnnc1
    -4.8	1	1	0.9	7.6	-0.3	0.2	-9.7	1.6	-0.4	2.0
C=C(C)Cn1c(=O)c(NC(=O)c2ccccc2)c2n(c1=S)CCC2
    -1.4	0.9	0.9	1	/	-0.4	0.4	-13.9	-1.6	-0.5	7.9
COc1ccc(S(=O)(=O)NNC(=O)C2Cc3c(ccc4ccccc34)O2)cc1 (stereo not drawn)
    -6.6	0.9	1	1	/	-0.5	1.9	2.6	4.6	0.7	10.4
Cc1cc(OCC(=O)Nc2ccc(CN3CCCCC3)cc2)ccc1Cl
    -3.6	1.1	1.1	1	-10.8	-0.3	-1.0	-9.2	-0.5	-6.5	-9.3
COc1ccccc1/C=C/C(=O)NCC(=O)N/N=C(\CCC(=O)O)c1ccccc1
    99.1*	0.9	1.1	1	-5.3	-0.3	0.0	-0.5	0.5	11.0	10.6
NC(=O)C1(N2CCCCC2)CCN(C(=O)Nc2ccccc2C(F)(F)F)CC1
    -1.6	1.1	1.1	1.1	-30.6	0.3	1.0	8.2	0.8	-3.8	-10.1
CCOC(=O)C1CCCN(CC(=O)NC2=Nc3ccccc3N=C(C)C2c2ccccc2)C1 (stereo not drawn)
    38.2	0.9	0.9	0.9	-13.9	-0.1	1.0	-1.9	2.4	-18.2	11.9
COc1ccccc1NS(=O)(=O)c1cc(NC(=O)c2cccs2)ccc1N1CCCCC1
    43.5	0.9	0.9	0.9	5.3	0.0	0.1	7.6	3.8	13.7	13.0
Cc1cc(Br)c2c(c1)C(O)(N1CCCCC1C)C(=O)N2 (stereo not drawn)
    1.4	0.8	0.9	0.9	-6.4	-0.2	-0.3	0.4	0.4	9.3	17.7
Cc1cc2cc(C#N)c(N3CCN(S(C)(=O)=O)CC3)nc2cc1C
    10.8	0.8	1	1	-1.5	-0.4	-0.8	-14.8	1.8	7.0	23.5
CCn1c(SCC(=O)N2CCN(c3ccccc3)CC2)nnc1-c1ccoc1C
    8.2	0.8	1	0.9	-30.5	0.0	-0.9	0.4	0.2	-2.5	18.8
CCC(=O)N1CCc2cc(S(=O)(=O)CCC(=O)NCCc3ccccc3)ccc21
    -7.1	1.2	1.1	1.1	/	-0.5	0.2	-4.8	-0.5	14.4	-15.2
CCN1CCN(C(=S)Nc2cc(C(=O)OC)ccc2C(=O)OC)CC1
    37.9	1.2	1.1	1	13.1	-0.2	-0.1	-16.3	0.9	-1.3	-16.4
COc1ccc(C(=O)Nc2ccc3c(c2)OCCO3)cc1
    -8.4	0.9	1	1.1	/	-0.2	2.3	-1.4	-0.6	4.0	5.3
O=C(NCCOc1nc(N2CCOCC2)nc(N2CCOCC2)n1)Nc1ccc(Cl)cc1
    1.2	0.9	1	0.9	/	-0.1	0.2	15.5	0.9	4.5	11.7
Cn1c(N)c(C(=O)COC(=O)CNS(=O)(=O)c2ccc(Cl)c(Cl)c2)c(=O)n(C)c1=O
    2.5	0.8	1	1	-25.5	-0.3	-0.4	-7.7	0.3	10.2	19.9
Cc1cc(C)nc(SCC(=O)c2ccc([N+](=O)[O-])cc2)n1
    35.3	1	1.1	1.1	/	-0.3	1.8	4.9	-0.3	-20.1	2.2
CCc1c(C)c2nncn2[nH]c1=O
    -6.3	0.9	1	1	-18.5	0.4	-0.3	13.9	0.6	-7.4	9.4
CCOc1ccc(NC(=S)N2CCC(N(C)CCN3CCOCC3)CC2)cc1
    45.4	1	0.9	1	0.0	-0.1	0.2	-0.1	-0.8	0.3	0.0
Cc1ccc(C2NC(=O)CCC2[N+](=O)[O-])cc1 (stereo not drawn)
    0.8	1.1	1.1	1.1	-12.5	-0.1	-0.9	-7.9	2.5	7.3	-9.9
Cc1c(CN(C)C)c2c(n1C)C(=O)c1ccc(Br)cc1-2
    69.8*	0.8	1	0.9	-21.6	-0.4	-0.3	-7.9	1.5	2.6	16.5

Continued:
mol	Lmaj promast	Diaph act CS	PMI act	PMI act satM6P	S1P3 antag	Hsp70 activator	DTT redox prof	TLR4 MyD88 comp	RAM network inh	G6PDH CS	Diaph inh CS
COc1ccccc1C1CC(=O)NC(C)=C1C(=O)OCC(C)C (stereo not drawn)	-3.7	0.8	0.9	0.9	-3.1	-0.4	0.0	-5.0	3.8	12.5	21.1
O=C(CCn1[nH]c(=O)c2ccccc2c1=O)NCCO	-5.5	0.9	0.9	1	1.3	-0.1	-0.4	-6.9	1.4	5.0	7.2
CC(C)CN=Cc1c(O)c([N+](=O)[O-])cc2oc3c(c12)CCCC3	-8.4	0.4	0.5	0.3	10.4	-0.2	0.4	14.2	4.2	-6.4	56.2*
CC1=C(C(=O)OCC(C)C)C(c2ccc(Br)s2)NC(=O)N1 (stereo not drawn)	15.2	0.8	1	0.9	12.6	-0.1	-2.1	-1.1	2.3	16.7	22.8
CCOC(=O)Cc1csc(NC(=O)CSc2nnc(Cc3csc(N)n3)n2C)n1	-3.5	1	0.9	0.9	-20.8	-0.4	-3.3	-3.4	1.0	4.9	1.1
CC1(C)CC(=O)C(N=Nc2ccc(OC(F)F)cc2)=C(O)C1	-4.5	0.9	1	1	-17.3	0.1	-0.2	-3.1	0.8	6.1	10.8
C/C(=N/NC(=O)Cc1cc(=O)[nH][nH]1)c1ccc([N+](=O)[O-])cc1	0.2	1	1	1	-10.1	0.0	-0.2	-0.5	0.7	19.3	3.9
CC1(C)Cc2c(sc3nc[nH]c(=O)c23)CO1	3.3	0.9	0.9	1	-15.4	-0.4	-0.4	-10.4	1.1	10.3	9.4
CCCC(=O)NCCCc1nc2ccccc2[nH]1	-10.7	0.9	0.9	0.9	-4.1	-0.4	-0.7	4.8	0.8	-16.3	9.9
CCn1c2ccccc2c2cc(/C=N/n3cnnc3)ccc21	22.6	0.8	0.9	0.8	28.6	-0.1	2.3	0.6	-0.5	-7.6	17.7
CCOC(=O)CSc1nnc(CNC(=O)c2ccc(OC)cc2)n1Cc1ccccc1	1.9	1	1.1	1.1	1.6	-0.1	-0.1	-6.9	-0.8	6.3	4.9
CCOc1cc(C2NC(=O)NC(C)=C2C(=O)OCc2ccccc2)ccc1O (stereo not drawn)	2.0	1	0.9	1	-5.4	-0.3	-0.2	-6.3	0.6	12.8	2.5
C=CCS(=O)(=O)c1nc2ccccc2s1	100.5*	1.2	1.2	1.1	/	-0.2	0.7	14.5	-0.4	11.3	-15.8
Nc1ncn(CC(=O)c2ccccc2)n1	-3.3	1	1.1	1.2	-16.8	-0.1	-0.4	-3.3	0.8	9.0	-0.7
N#Cc1cc2ccc(N3CCOCC3)cc2cc1C#N	98.8*	0.8	0.8	0.9	17.0	0.0	1.4	0.0	3.8	47.6	15.5
CC(C)Sc1nnc(NC(=O)C2CC2)s1	/	1	1	1	-15.2	/	/	/	/	29.5	-1.8

As a short view, some entries already given.
mol	Lmaj promast	Diaph act CS	PMI act	PMI act satM6P	S1P3 antag	Hsp70 activator	DTT redox prof	TLR4 MyD88 comp	RAM network inh	G6PDH CS	Diaph inh CS
COc1ccccc1C1CC(=O)NC(C)=C1C(=O)OCC(C)C (stereo not drawn)	-3.7	0.8	0.9	0.9	-3.1	-0.4	0.0	-5.0	3.8	12.5	21.1
O=C(CCn1[nH]c(=O)c2ccccc2c1=O)NCCO	-5.5	0.9	0.9	1	1.3	-0.1	-0.4	-6.9	1.4	5.0	7.2

Of the compounds above, two have a cyano group.
mol	Lmaj promast	Diaph act CS	PMI act	PMI act satM6P	S1P3 antag	Hsp70 activator	DTT redox prof	TLR4 MyD88 comp	RAM network inh	G6PDH CS	Diaph inh CS
Cc1cc2cc(C#N)c(N3CCN(S(C)(=O)=O)CC3)nc2cc1C	10.8	0.8	1	1	-1.5	-0.4	-0.8	-14.8	1.8	7.0	23.5
N#Cc1cc2ccc(N3CCOCC3)cc2cc1C#N	98.8*	0.8	0.8	0.9	17.0	0.0	1.4	0.0	3.8	47.6	15.5
